# Siah-1 displacement: Siah-1 peptide-binding antagonists, primary screen, biochemical, fluorescence polarization, rhodamine-plectin, uHTS (AID 1817). E3 ubiquitin-protein ligase SIAH1 (Homo sapiens). displacement, % at 20 µM; hits with a dose series show IC50 in µM. hit rate 0.02% among 290,000. Siah-1 / rhodamine-plectin peptide fluorescence polarization; higher % means a stronger effect;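 active = displacement of at least 50% at 20 µM, with a fluorescence ratio check between 0.3 and a set limit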;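 also: plate controls were Siah plus tracer with DMSO for no effect and tracer alone without Siah for full effect; strong numbers were not always called active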
# Dengue-2 NS5 capping: Dengue-2 NS5 methyltransferase inhibitors, primary screen, biochemical, confirmation dose response (AID 588689); Dengue-2 NS5 methyltransferase capping enzyme assay, biochemical; higher % means a stronger effect; inhibition, % at 25 µM; hits with a dose series show IC50 in µM; hit rate 0.3% among 340,000; in the data active = a potency from the dose series; inconclusive = inhibition above about 29% without an active follow-up result
# MgcRacGAP inhibition: MgcRacGAP GTPase-activating activity inhibitors, confirmation, biochemical, ADP Hunter fluorescence; inhibition, % at 30 µM, or IC50 in µM where a hit was titrated; Rac GTPase-activating protein 1 (Homo sapiens); AID 624330, 2012; hit rate 0.6% among 340,000; MgcRacGAP-stimulated Rac1 GTP hydrolysis, ADP Hunter fluorescence; higher % means a stronger effect; GST-tagged Rac1 F28L mutant substrate;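 active = first-screen hits whose inhibition reached a set limit at any dose in the follow-up dose series; inconclusive = inhibition above the set first-screen limit but never retested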;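 also: fluorescence reports GDP produced by GAP-driven GTP hydrolysis; strong numbers were not always called active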
# HIV fusion peptide: inhibitors of HIV fusion peptide binding, primary screen, biochemical, uHTS, fluorescence dequenching (AID 1986); hit rate 0.3% among 290,000; inhibition, % at 20 µM; hits with a dose series show IC50 in µM; cell-free peptide binding, fluorescence dequenching, 30 min; higher % means a stronger effect; in the data active = inhibition mostly above about 52%, no sharp cut-off; inactive = mostly below about 76%; also: some results filed as inactive read as strong as hits
# XIAP displacement: XIAP antagonists, biochemical, IAP family, fluorescence polarization (AID 1018). E3 ubiquitin-protein ligase XIAP (Homo sapiens). XIAP BIR domain, fluorescence polarization peptide displacement; higher % means a stronger effect. one-dose displacement, % at 20 µM; IC50 in µM for titrated hits. hit rate 0.007% among 200,000; in the data active = displacement above about 50%; also: a part of the inactive calls stands beside numbers as strong as those of hits
# Large T inhibition: SV40 large T antigen inhibitors, biochemical (AID 1903); SV40 large T antigen ATPase/helicase inhibition assay; higher % means a stronger effect; inhibition, % at 20 µM, or IC50 in µM where a hit was titrated; hit rate 0.39% among 310,000; in the data active = a potency from the dose series; inconclusive = inhibition mostly from about 32% at the one dose, without a potency; inactive = the rest, 99 in 100 with inhibition below about 32%; also: strong numbers were not always called active
# AID2073: inhibitors of Mint1-CaV2.2 protein interaction, biochemical, HTRF (AID 2073); HTRF protein-protein interaction, Mint1-CaV2.2; higher % means a stronger effect; inhibition, % at 20 µM; hits with a dose series show IC50 in µM; hit rate 0.19% among 290,000; in the data active = inhibition mostly above about 51%, no sharp cut-off; inconclusive = no clear call, values can overlap the other calls; inactive = mostly below about 53%; also: some results filed as inactive read as strong as hits
# LYP phosphatase: inhibitors of LYP phosphatase, biochemical, fluorescence intensity, uHTS (AID 1779). Tyrosine-protein phosphatase non-receptor type 22 (Homo sapiens). recombinant LYP phosphatase, fluorescence intensity; higher % means a stronger effect. inhibition, % at 11.5 µM, or IC50 in µM where a hit was titrated. hit rate 0.054% among 290,000; in the data active = inhibition above about 50%;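 also: plate controls were vehicle with enzyme for no effect and no enzyme for full effect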
# RSV CPE inhibition: RSV antiviral activity via CPE protection, HEp-2 cells, primary 10 µM value included (AID 2391); HEp-2 cells, RSV-induced CPE inhibition; higher % means a stronger effect; CPE inhibition, % at 10 µM; hits with a dose series show IC50 in µM; hit rate 0.13% among 310,000; in the data active = a potency from the dose series; inconclusive = CPE inhibition mostly from about 23% at the one dose, without a potency; inactive = the rest, 99 in 100 with CPE inhibition below about 21%; also: strong numbers were not always called active
# Dengue-2 NS5 capping pilot replicate: also measured in Dengue-2 NS5 capping; calls as there; inhibition, %; measured here: pilot screen replicate inhibition
# Active calls of the source: *; ? = inconclusive; · = not tested or not shown; & = joins results of further samples.
SMILES,Siah-1 displacement,Dengue-2 NS5 capping,MgcRacGAP inhibition,HIV fusion peptide,XIAP displacement,Large T inhibition,AID2073,LYP phosphatase,RSV CPE inhibition,others
C(=C\c1ccco1)/C1=NN(c2ccccc2)C(c2ccco2)C1 (configuration not stated),17.9%,-27.7%,16.0%,81.8%*,-1.1%,8.1%,?,15.2%,1.6%,
Cc1ccc2nc3c(cc(C(=O)NCc4cccnc4)c(=N)n3C(C)C)c(=O)n2c1,3.5%,·,·,-1.0%,-7.1%,·,13.5%,-40.8%,·,
O=C(O)CNC(=S)N(Cc1ccccc1F)C1CCCCC1,-5.8%,6.2%,4.3%,-1.4%,-14.2%,4.2%,-11.1%,-5.7%,0.4%,
COC(=O)C1=C(C)NC(C)=C(C(=O)OC)C1C(=O)OC1CCCCC1=O (configuration not stated),0.4%,-8.1%&0.8%,-7.2%&-0.5%,-0.6%,-6.1%,11.9%,8.4%,-4.6%,-0.1%,
Cn1c(=O)[nH]c2cc3ccccc3cc21,-3.5%,-3.4%,5.0%,1.0%,-5.6%,-0.5%,5.4%,3.4%,-2.0%,
Cc1cc(C)c(C)c(S(=O)(=O)NCc2ccc(C(=O)NCC3CCCO3)cc2)c1C (configuration not stated),-0.7%,-2.6%,3.8%,0.9%,·,4.2%,2.3%,-7.1%,0.9%,
Cc1cc(C)n(CC(=O)N2CCCC(C(=O)c3cccc(OC(C)C)c3)C2)n1 (configuration not stated),2.0%,-3.0%,1.9%,-0.5%,-1.0%,3.5%,11.7%,-10.9%,0.1%,
C=CCOc1ccc(/C=N/NC(=O)C(=O)N2CCCCCC2)cc1OC,0.2%,-3.3%,2.5%,1.9%,·,1.2%,-0.5%,5.2%,1.9%,
COc1ccc(NC2=C(NCCO)C(=O)c3ccccc3C2=O)cc1,2.8%,0.7%,10.9%,1.1%,-5.3%,9.5%,-27.4%,-9.2%,0.9%,
Cn1c(SCc2cnc(-c3ccccc3)s2)nnc1C1COc2ccccc2O1 (configuration not stated),-0.3%,-8.0%,7.7%,-0.4%,-8.0%,2.1%,-7.4%,-1.9%,0.5%,
COc1ccc(OC)c(NC(=O)C2CCN(c3nc(C)cc(C)n3)CC2)c1,0.3%,1.0%,5.2%,0.5%,-7.2%,7.8%,3.5%,0.4%,-1.3%,
Clc1cccc(-c2ccc(CNCc3ccccn3)o2)c1,-5.8%,-1.4%,8.8%,0.3%,·,18.2%,18.6%,-8.2%,-1.3%,
Cc1nc2ccccc2c(=O)n1/N=C/C=C/c1ccccc1,-0.4%,6.3%,-2.5%,-1.5%,·,3.6%,3.5%,-0.4%,2.0%,
Cc1ccsc1C(=O)N1CCN(S(=O)(=O)c2cccc(F)c2)CC1,·,2.9%,0.1%,·,·,11.5%,·,·,-1.7%,
Cn1c(=O)c(C(=O)CCl)c(N)n(Cc2ccccc2)c1=O,-3.4%,-4.8%,3.5%,-0.8%,-6.4%,9.7%,-4.0%,-7.1%,2.0%,
CCCNC(=O)[C@@H]1CCCN1C(=O)[C@@H]1Cc2ccccc2CN1,9.6%,2.3%,6.3%,0.9%,·,20.8%,8.1%,-3.9%,1.9%,
O=C(CSc1nccn1Cc1ccccc1)NC1CCCC1,0.5%,-1.3%,5.4%,-2.9%,·,7.3%,-2.9%,-14.1%,0.5%,
CC(C)CCNS(=O)(=O)c1cc2c3c(c1)CCN3C(=O)CC2,-0.1%,5.4%,7.7%,1.5%,·,3.7%,-2.8%,-11.7%,0.2%,
COCCNC(=O)CSc1nc2scc(-c3ccccc3)c2c(=O)[nH]1,-2.1%,-16.2%,-1.0%,-1.3%,·,0.9%,-10.2%,-1.3%,1.1%,
CCOC(=O)c1c(NC(=O)c2nc3n(n2)C(C(F)F)CC(C)N3)sc2c1CCCC2 (configuration not stated),0.4%,4.2%,12.8%,4.2%,-1.8%,7.8%,-3.3%,5.2%,-1.6%,
CC1CCCC(NC(=O)COC(=O)c2ccc3ccccc3n2)C1C (configuration not stated),-1.3%,-7.8%,9.2%,7.8%,-5.6%,5.2%,-2.8%,-13.2%,-1.0%,
O=C(Cn1nnc(-c2ccc(S(=O)(=O)N3CCCC3)cc2)n1)Nc1ccccc1-n1cccc1,2.8%,-4.0%,5.1%,-2.2%,-3.1%,0.7%,-1.3%,-7.0%,0.6%,
O=C(N/N=C/c1cc([N+](=O)[O-])ccc1O)c1c[nH]c2ccccc12,4.9%,-7.7%,10.4%,2.6%,·,17.2%,18.1%,-7.6%,-0.5%,
Cc1cc(N2CCC(C(=O)Nc3ccc(F)cc3)CC2)nc(-c2ccccc2)n1,-3.8%,-5.3%,4.4%,1.4%,-2.4%,-3.6%,-4.2%,3.1%,?,
O=C1Nc2ccc(Br)cc2/C1=N/N=C/C1=C(N2CCOCC2)C(=C\c2ccccc2)/CC1,1.1%,-2.4%,2.1%,10.2%,1.4%,21.2%,4.6%,2.1%,-1.9%,
CCCCS(=O)(=O)N1CCCC(C(=O)NCCc2ccccc2)C1 (configuration not stated),-0.7%,-5.4%,1.7%,-0.6%,·,-3.9%,-8.6%,-7.8%,0.6%,
Cc1ccc(C(=O)N/C(=C/c2ccc(-c3cccc([N+](=O)[O-])c3)o2)C(=O)NCCCN(C)C)cc1,-4.0%,-3.7%,5.8%,-2.2%,-4.2%,-6.0%,-11.2%,-6.0%,12.4%,
CCOC(=O)C1=C(C)NC2=C(C(=O)CC(C)(C)C2)C1c1cccc(C)n1 (configuration not stated),-1.2%,-1.1%,8.1%,2.4%,-7.9%,1.3%,20.4%,-9.3%,2.3%,
N#CC1=C(N)Oc2c(ccc3ccccc23)C1c1cccs1 (configuration not stated),-1.7%,·,·,5.3%,-1.1%,0.2%,-24.0%,5.1%,-1.8%,
O=C(CN(CC1CCCO1)C(=O)CNS(=O)(=O)c1ccc(F)cc1)NCc1ccccc1 (configuration not stated),-0.9%,-7.3%,0.4%,-2.3%,·,7.0%,8.4%,-7.7%,0.7%,
N#CCCCN1C(=O)C(=C(C#N)C#N)c2ccccc21,4.4%,0.0%,11.1%,-1.5%,-0.5%,·,17.5%,-4.6%,1.5%,
O=C(Nc1cccc(NC(=O)c2cccs2)c1)c1ccco1,4.0%,-8.9%,9.5%,0.8%,2.6%,2.7%,-8.0%,-3.1%,1.9%,
COc1ccc(C(=O)NNC(=O)CSc2nc3c([nH]2)c(=O)n(C)c(=O)n3C)cc1,-4.9%,10.9%,1.3%,-0.5%,-6.0%,30.8%,3.4%,1.7%,-1.1%,
CN(CCc1ccccn1)C(=O)c1nn2c(C(F)(F)F)cc(-c3ccco3)nc2c1Cl,2.4%,-1.4%,4.3%,0.0%,-4.5%,8.5%,11.0%,-5.0%,1.4%,
CCOC(=O)[C@@H]1[C@H]2COc3cc(OC)ccc3[C@@H]2N2C(=O)N(c3cccc(F)c3)C(=O)[C@]12C,14.2%,-5.5%,9.4%,1.6%,·,4.3%,6.1%,-12.9%,1.5%,
C=CCN1CN(CCc2ccccc2)CNC1=S,5.5%,·,·,-2.2%,·,20.3%,-5.9%,-4.4%,·,
O=C(COC(=O)C1=Cc2ccccc2OC1)NCc1ccco1,0.4%,-3.1%,3.4%,-1.9%,-13.0%,13.9%,-3.4%,-4.4%,0.5%,
Nc1nc2c(ncn2C2C[C@H](O)[C@@H](CO)O2)c(=O)[nH]1 (some centres not stated),·,-5.2%,4.7%,·,·,6.6%,·,·,5.9%,
COc1ccc2oc(=O)c(C(=O)n3ccc(C)n3)cc2c1,1.8%,6.4%,4.6%,0.9%,-13.3%,-0.8%,19.3%,1.0%,1.8%,
Cc1cc(C)nc(NS(=O)(=O)c2ccc(NC(=O)CSc3nc(-c4ccccc4)c(C#N)c(=O)[nH]3)cc2)n1,4.5%,1.5%,10.7%,19.0%,1.1%,10.6%,37.1%,4.1%,-0.4%,

# 3 records drawn at random from those above:
SMILES,Siah-1 displacement,Dengue-2 NS5 capping,MgcRacGAP inhibition,HIV fusion peptide,XIAP displacement,Large T inhibition,AID2073,LYP phosphatase,RSV CPE inhibition,others
Clc1cccc(-c2ccc(CNCc3ccccn3)o2)c1,-5.8%,-1.4%,8.8%,0.3%,·,18.2%,18.6%,-8.2%,-1.3%,
Cn1c(=O)c(C(=O)CCl)c(N)n(Cc2ccccc2)c1=O,-3.4%,-4.8%,3.5%,-0.8%,-6.4%,9.7%,-4.0%,-7.1%,2.0%,
Cc1cc(C)c(C)c(S(=O)(=O)NCc2ccc(C(=O)NCC3CCCO3)cc2)c1C (configuration not stated),-0.7%,-2.6%,3.8%,0.9%,·,4.2%,2.3%,-7.1%,0.9%,

# Carrying on:
SMILES,Siah-1 displacement,Dengue-2 NS5 capping,MgcRacGAP inhibition,HIV fusion peptide,XIAP displacement,Large T inhibition,AID2073,LYP phosphatase,RSV CPE inhibition,others
CC1CCN(CCNC(=O)CCS(=O)(=O)c2ccc(Br)cc2)CC1,0.6%,-1.3%,9.5%,0.4%,-1.3%,2.4%,-6.5%,-4.5%,-0.2%,
COC(CNC(=O)Cn1nc(Cc2ccncc2)c2ccccc2c1=O)OC,7.1%,-7.9%,-6.0%,-0.1%,·,3.5%,10.4%,-5.0%,3.5%,
O=C(CCNC(=O)c1ccc(Cl)cc1)Nc1ncccc1O,-4.4%,-1.9%,6.8%,1.7%,·,6.8%,-4.1%,-13.5%,1.2%,
CCS(=O)(=O)N1CCN(S(=O)(=O)c2ccc3ccccc3c2)CC1,2.3%,-2.0%,0.9%,-0.4%,·,8.8%,7.7%,-9.2%,5.9%,Dengue-2 NS5 capping pilot replicate=-4.2
COc1ccccc1CC(NC(C)=O)C(=O)N1CCN(C(=O)c2cccs2)CC1 (configuration not stated),3.8%,0.0%,0.4%,3.7%,-6.7%,17.9%,5.0%,-2.1%,1.4%,
CCOC(=O)c1nnn(-c2nonc2N)c1-c1cccs1,1.5%,-8.1%,8.8%,1.0%,-5.7%,-1.6%,12.3%,-1.7%,0.1%,
Cc1ccc2c(c1)N(C(=O)CCC(=O)NCC(C)c1ccccc1)CC(C)O2 (configuration not stated),15.0%,-4.8%,17.0%,-0.5%,·,8.5%,-6.5%,-7.6%,1.8%,
CCCCn1c(CCC(=O)O)ccc1-c1cccs1,3.2%,-4.5%,13.9%,12.0%,1.5%,16.5%,13.1%,3.9%,0.5%,

# Molecules shown so far that contain a nitro group on carbon:
SMILES,Siah-1 displacement,Dengue-2 NS5 capping,MgcRacGAP inhibition,HIV fusion peptide,XIAP displacement,Large T inhibition,AID2073,LYP phosphatase,RSV CPE inhibition,others
O=C(N/N=C/c1cc([N+](=O)[O-])ccc1O)c1c[nH]c2ccccc12,4.9%,-7.7%,10.4%,2.6%,·,17.2%,18.1%,-7.6%,-0.5%,
Cc1ccc(C(=O)N/C(=C/c2ccc(-c3cccc([N+](=O)[O-])c3)o2)C(=O)NCCCN(C)C)cc1,-4.0%,-3.7%,5.8%,-2.2%,-4.2%,-6.0%,-11.2%,-6.0%,12.4%,

# Assay outcomes from PubChem.
